JMJD2A Tudor inh = JMJD2A Tudor domain (human) inhibition | O75164 | AlphaScreen JMJD2A-Tudor / H3K4me3 peptide binding | Potency, µM (doses to about 114 µM), without a hit: at the highest dose activity change, negative = inhibition, actives largely listed as inhibitors | 390,000 tested, 4.4% active; note: potency is the fitted concentration of half-maximal effect; % is set by controls: 0 for no effect and ±100 for the full control effect; nearly all actives have a fitted effect of over 50% in size
Pin1 inh = human Pin1 inhibition | Pin1 FP peptide displacement, HiFluor488, 10 min | Potency, µM (titrated, usually from 115 µM), for inactives: top-dose activity, negative = inhibition, most hits filed as inhibitors | 390,000 tested, 0.009% active; active = well fitted inhibition curve with a large enough effect in the polarisation, with a control signal flat, not every such curve was filed as active; inconclusive = small, poorly fitted or top-dose-only effect, or effect the other way, or a change in a side signal; inactive = no such curve, though single readings can be large or run the other way; the % refers to the polarisation; note: potency is the fitted concentration of half-maximal effect; % is set by controls: 0 for no effect and ±100 for the full control effect
POLH inh = blocks human DNA polymerase eta activity | Q9Y253 | recombinant Pol eta, fluorescent DNA replication assay | Potency, µM (highest dose often 114 µM), for inactives: at the top dose activity change, negative = inhibition, most hits filed as inhibitors | 390,000 tested, 1.2% active; note: potency is the fitted concentration of half-maximal effect; % is set by controls: 0 for no effect and ±100 for the full control effect
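Pol eta at 10 nM preincubated with compounds 15 min at room temperature; reaction started with fluorescent substrate (50 nM final) and read kinetically at 0 and 10 min.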
PI4K2A inh = PI4K2A (human) kinase inhibition. 420,000 tested, 0.13% active. AID 1346378. activity change, negative = inhibition, % at 76.9 µM. purified PI4K2A, ADP-Glo luminescence, 1 h; active compounds read low; in the data active = activity change below about -50%; inconclusive = mostly about -30% to -49%;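 note: -100% = wells without enzyme as full effect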
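PI4K2A activity was measured by ADP-Glo luminescence: enzyme (4 ug/mL stock) and phosphatidylinositol (1.2 mM stock) in Tris pH 7.5/MgCl2/EGTA/Triton X-100 buffer were reacted with ATP (300 microM stock) for one hour at ambient temperature.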
PGK inhibitor = blocks T. brucei phosphoglycerate kinase | P07378 | PGK/GAPDH coupled, Kinase-Glo luminescence, 60 min | Potency, µM (top dose mostly 57.5 µM), inactives show top-dose activity change, negative = inhibition, hits mostly inhibitors | 380,000 tested, 0.043% active | AID 602233; note: potency is the fitted concentration of half-maximal effect; % is set by controls: 0 for no effect and ±100 for the full control effect; nearly all actives have a fitted effect of over 60% in size
Target sequence (P07378 whole entry, looked up): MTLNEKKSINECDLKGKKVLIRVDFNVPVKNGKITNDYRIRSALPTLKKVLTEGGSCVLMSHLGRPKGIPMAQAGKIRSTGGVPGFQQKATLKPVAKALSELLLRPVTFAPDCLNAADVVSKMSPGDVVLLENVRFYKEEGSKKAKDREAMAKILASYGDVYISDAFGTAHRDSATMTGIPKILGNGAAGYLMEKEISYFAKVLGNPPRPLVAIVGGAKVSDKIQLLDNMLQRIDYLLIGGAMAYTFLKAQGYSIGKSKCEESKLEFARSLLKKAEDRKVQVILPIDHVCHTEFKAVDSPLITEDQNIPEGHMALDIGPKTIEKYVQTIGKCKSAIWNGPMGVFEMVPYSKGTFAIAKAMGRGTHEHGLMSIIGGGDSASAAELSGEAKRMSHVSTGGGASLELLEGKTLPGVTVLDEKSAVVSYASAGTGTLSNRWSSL
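Recombinant glycosomal PGK reaction used 1,3-bisphosphoglycerate generated in-well by GAPDH (100nM final) in 100mM TEA pH 7.6, 5mM MgCl2, 0.01% Tween-20. After 60 minutes at room temperature, ATP was read by Kinase-Glo Plus luminescence end-point.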
BAZ2B inh = blocks human BAZ2B; Q9UIF8; AlphaScreen BAZ2B-H3K14Ac peptide displacement; Potency, µM (top dose mostly 114 µM), for inactives: at the highest dose activity change, negative = inhibition, most hits filed as inhibitors; 360,000 tested, 4.4% active; AID 504333; note: potency is the fitted concentration of half-maximal effect; % is set by controls: 0 for no effect and ±100 for the full control effect; nearly all actives have a fitted effect of over 60% in size
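BAZ2B (50 nM) with biotin-H3(5-23)K14Ac peptide (50 nM) in PBS pH 7.4, 0.01% Tween-20, preformed 30 min, then compound 30 min at room temperature; top concentration 110uM. AlphaScreen streptavidin donor/nickel chelate acceptor beads (10 ug/mL final), 20 min dark, signal read.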
HP1b chromo inh = blocks HP1-beta chromodomain binding to methylated histone tails. 390,000 tested, 0.56% active. P83916. AID 540317. AlphaScreen HP1-beta / biotin-H3K9me3 peptide binding. Potency, µM (doses to about 114 µM), for inactives: top-dose activity change, negative = inhibition, hits mostly inhibitors; note: potency is the fitted concentration of half-maximal effect; nearly all actives have a fitted effect of over 70% in size; inactives centre near 23
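Compound inhibition of the preformed complex between 50 nM HP1-beta and 50 nM biotinylated H3K9me3 peptide was read by AlphaScreen. Buffer was PBS pH 7.4 with 0.01% Tween-20. Incubations ran 30 min at room temperature, with 10 ug/mL donor/acceptor beads.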
G9a inh = blocks human histone lysine methyltransferase G9a; 350,000 tested, 8.8% active; Potency, µM (top dose mostly 102 µM), for inactives: at the highest dose activity, negative = inhibition, hits mostly inhibitors; G9a H3K9 monomethylation, AlphaScreen, 2 h; Q96KQ7; note: potency is the fitted concentration of half-maximal effect; % is set by controls: 0 for no effect and ±100 for the full control effect; nearly all actives have a fitted effect of over 75% in size
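Step 1: enzyme (final 20 nM) with compound, 15 min RT. Step 2: substrate peptide 500 nM and SAM 20 uM, 2 h RT. Step 3: anti-H3K9me1 antibody and AlphaScreen beads, 10 min, then plate read.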
GLS inh = glutaminase GLS (human) inhibition; Potency, µM (doses to about 45.5 µM), for inactives: at the top dose activity change, negative = inhibition, hits mostly inhibitors; O94925; GLS enzymatic activity, qHTS titration; 410,000 tested, 0.21% active; note: potency is the fitted concentration of half-maximal effect; % is set by controls: 0 for no effect and ±100 for the full control effect
Target sequence (O94925 whole entry, looked up): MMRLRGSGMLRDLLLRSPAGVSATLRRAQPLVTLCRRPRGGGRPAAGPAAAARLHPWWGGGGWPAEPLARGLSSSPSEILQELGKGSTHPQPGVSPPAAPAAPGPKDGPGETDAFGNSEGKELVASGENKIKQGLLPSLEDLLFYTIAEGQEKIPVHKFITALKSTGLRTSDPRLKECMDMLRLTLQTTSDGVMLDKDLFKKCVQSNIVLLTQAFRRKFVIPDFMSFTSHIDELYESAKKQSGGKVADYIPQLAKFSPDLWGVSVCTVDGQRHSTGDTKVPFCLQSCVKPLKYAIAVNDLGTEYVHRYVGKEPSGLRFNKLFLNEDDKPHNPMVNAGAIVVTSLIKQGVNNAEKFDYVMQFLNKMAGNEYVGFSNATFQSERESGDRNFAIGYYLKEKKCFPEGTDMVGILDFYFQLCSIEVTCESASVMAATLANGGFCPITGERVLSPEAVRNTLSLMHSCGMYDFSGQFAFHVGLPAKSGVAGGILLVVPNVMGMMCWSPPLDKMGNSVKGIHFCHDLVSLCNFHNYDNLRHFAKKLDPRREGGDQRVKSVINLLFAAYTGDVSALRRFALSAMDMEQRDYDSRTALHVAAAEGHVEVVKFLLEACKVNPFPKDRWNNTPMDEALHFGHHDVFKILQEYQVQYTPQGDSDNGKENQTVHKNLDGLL
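hKGA in 45 mM KH2PO4 pH 8.2, 0.02% Tween-20 with pin-transferred compounds; 1 mM L-glutamine (stock) plus glutamate oxidase/HRP/Amplex Red coupling added. Fluorescence read initially and after 30 min at RT.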
Active calls of the source: *; & = joins results of further samples; ! = repeats disagree; [ ] = another dose, or the depositor's remark. Unless noted, calls come from the whole dose curve; as a rule, active = well fitted curve in the direction sought with a large enough effect; inconclusive = small, poorly fitted or top-dose-only effect, or another doubt; inactive = no such curve, though single readings can be large; an effect the other way counts as inactive or inconclusive.

Start of the listing, in advance (two entries):
How did COc1cc2sc3cc(NCCCN4CCOCC4)ccc3c(=O)c2cc1OC do in these assays?
JMJD2A Tudor inh: -30%; Pin1 inh: inconclusive; POLH inh: inconclusive; PI4K2A inh: -3; PGK inhibitor: -4%; HP1b chromo inh: 30%; GLS inh: -1%

How did O=C(CCS(=O)(=O)c1ccccc1F)Nc1ccc(N2CCN(Cc3ccccc3)CC2)cc1 do in these assays?
JMJD2A Tudor inh: -30%; Pin1 inh: -2%; POLH inh: -10%; PI4K2A inh: 5; PGK inhibitor: -3%; BAZ2B inh: inconclusive; HP1b chromo inh: 1%; G9a inh: 19%[2.33 µM]; GLS inh: 40%[activator]

This part in full, previewed entries included:
How did COc1cc2sc3cc(NCCCN4CCOCC4)ccc3c(=O)c2cc1OC do in these assays?
JMJD2A Tudor inh: -30%; Pin1 inh: inconclusive; POLH inh: inconclusive; PI4K2A inh: -3; PGK inhibitor: -4%; HP1b chromo inh: 30%; GLS inh: -1%

How did O=C(CCS(=O)(=O)c1ccccc1F)Nc1ccc(N2CCN(Cc3ccccc3)CC2)cc1 do in these assays?
JMJD2A Tudor inh: -30%; Pin1 inh: -2%; POLH inh: -10%; PI4K2A inh: 5; PGK inhibitor: -3%; BAZ2B inh: inconclusive; HP1b chromo inh: 1%; G9a inh: 19%[2.33 µM]; GLS inh: 40%[activator]

Results for COc1ccc(CN2C(=O)c3c(c(C)n(C)c3C)C2C(=O)NC2CCC(C)CC2)cc1 (stereo not given) ?
JMJD2A Tudor inh: inconclusive; Pin1 inh: 0%; POLH inh: -12%; PI4K2A inh: -1; PGK inhibitor: inactive; HP1b chromo inh: -14%; G9a inh: inconclusive; GLS inh: 14%

How did C=CCOc1ccccc1/C=N/NC(=O)Cc1ccc(C)cc1 do in these assays?
JMJD2A Tudor inh: 4%; Pin1 inh: 4%; POLH inh: -21%; PI4K2A inh: -6; PGK inhibitor: -7%; BAZ2B inh: -2%; HP1b chromo inh: 56%[activator]; G9a inh: 60%[activator]; GLS inh: -3%

How did O=C(Cn1nnc(-c2ccccc2F)n1)Nc1ccc2c(c1)OCO2 do in these assays?
JMJD2A Tudor inh: -8%; Pin1 inh: 6%; POLH inh: -14%; PI4K2A inh: 0; PGK inhibitor: -4%; BAZ2B inh: 0%; HP1b chromo inh: 21%; G9a inh: 6%[59 µM]; GLS inh: 0%

How did CCOc1ccc(OCc2cccc(C(=O)N3CCCCCC3)c2)cc1 do in these assays?
JMJD2A Tudor inh: -3%; Pin1 inh: 0%; POLH inh: -8%; PI4K2A inh: 1; PGK inhibitor: 9%; BAZ2B inh: -3%; HP1b chromo inh: 13%; G9a inh: 6%; GLS inh: -9%

How did CCCCC1C(=O)N(c2ccccc2)N(c2ccc(O)cc2)C1=O (stereo not given) do in these assays?
JMJD2A Tudor inh: 56µM*; Pin1 inh: -2%; POLH inh: -20%; PI4K2A inh: 0&-9; PGK inhibitor: -3%; BAZ2B inh: 5%; HP1b chromo inh: inconclusive; G9a inh: 3.5µM*!; GLS inh: -18%

Results for COc1ccc(NC(=O)Cn2c(=O)n(-c3ccccc3)c(=O)c3ccc(C(=O)NCc4ccc5c(c4)OCO5)cc32)cc1 ?
JMJD2A Tudor inh: -5%; Pin1 inh: inconclusive; POLH inh: -2%; PI4K2A inh: -3; PGK inhibitor: inactive; HP1b chromo inh: 66%[activator]; G9a inh: 28%[59 µM]; GLS inh: -6%

How did COC(=O)c1c(C)[nH]c(C(=O)C(C)OC(=O)C2CC2)c1C (stereo not given) do in these assays?
JMJD2A Tudor inh: -17%; Pin1 inh: -5%; POLH inh: -22%; PI4K2A inh: -1; PGK inhibitor: 5%; BAZ2B inh: -2%; HP1b chromo inh: 42%; G9a inh: 7%[12.7 µM]; GLS inh: -3%

What do the screens show for `Cc1ccc(Cl)cc1N1CCN(C(=O)CCC(=O)Nc2ccc3nc(N4CCC(C)CC4)cc(C)c3c2)CC1`?
JMJD2A Tudor inh: 2%; Pin1 inh: -3%; POLH inh: inconclusive; PI4K2A inh: -6; PGK inhibitor: 10%; BAZ2B inh: 4%; HP1b chromo inh: 63%[activator]; G9a inh: 10%[59 µM]; GLS inh: 2%

What do the screens show for `Cc1cc(NC(=O)CCCOc2ccc(Cl)cc2Cl)no1`?
JMJD2A Tudor inh: 1%; Pin1 inh: -1%; POLH inh: -11%; PI4K2A inh: 6; BAZ2B inh: -3%; HP1b chromo inh: 27%; G9a inh: 1%[12.7 µM]; GLS inh: 3%

Results for COc1cccc(C(C(=O)NC2CCCCC2)N(C(=O)c2csnn2)C2CC2)c1 (stereo not given) ?
JMJD2A Tudor inh: -5%; Pin1 inh: 3%; POLH inh: -4%; PI4K2A inh: -3; PGK inhibitor: inactive; BAZ2B inh: -1%; HP1b chromo inh: 20%; G9a inh: 16%; GLS inh: -13%

What do the screens show for `COc1ccc(-c2c(C(=O)O)c(-c3ccccc3)cn2C)cc1`?
JMJD2A Tudor inh: -21%; Pin1 inh: 1%; POLH inh: -5%; PI4K2A inh: 1; PGK inhibitor: inactive; BAZ2B inh: -7%; HP1b chromo inh: -3%; G9a inh: -2%[2.33 µM]; GLS inh: 7%

What do the screens show for `COc1cc(C(=O)OCC(=O)Nc2cc(C)on2)cc(OC)c1OC`?
JMJD2A Tudor inh: -18%; Pin1 inh: 1%; POLH inh: -9%; PI4K2A inh: -3; PGK inhibitor: 0%; BAZ2B inh: -5%; HP1b chromo inh: 15%; G9a inh: -10%; GLS inh: -2%

What do the screens show for `CCOC(=O)c1ccc(NC(=O)c2cc3c([nH]c2=O)CC(c2ccccc2)CC3=O)cc1` (stereo not given)?
JMJD2A Tudor inh: 5%; Pin1 inh: -5%; POLH inh: -4%; PI4K2A inh: -3; PGK inhibitor: 2%; BAZ2B inh: -2%; HP1b chromo inh: 30%; G9a inh: 2%[12.7 µM]; GLS inh: -2%

What do the screens show for `CCOC(=O)C1C(=O)C=C(c2ccc([N+](=O)[O-])cc2)CC1c1ccccc1` (stereo not given)?
JMJD2A Tudor inh: -34%[57.1 µM]; Pin1 inh: 13%; POLH inh: -12%; PI4K2A inh: 1; PGK inhibitor: -4%; BAZ2B inh: inconclusive; HP1b chromo inh: inconclusive; G9a inh: inconclusive; GLS inh: 0%

How did CCCCC(=O)NC1(C(F)(F)F)NC(=O)N(C)C1=O (stereo not given) do in these assays?
JMJD2A Tudor inh: -3%[11.4 µM]; Pin1 inh: -6%; POLH inh: inconclusive; PI4K2A inh: 1; PGK inhibitor: 9%; BAZ2B inh: -16%; HP1b chromo inh: 40%[activator]; G9a inh: -33%; GLS inh: -2%

Results for COc1ccc(CN2C(=O)CN=C2Nc2ccc(C)cc2C)cc1 ?
JMJD2A Tudor inh: -19%; Pin1 inh: -5%; POLH inh: -19%; PI4K2A inh: 2; PGK inhibitor: -9%; BAZ2B inh: -36%; HP1b chromo inh: 32%; G9a inh: inconclusive; GLS inh: 20%

What do the screens show for `CCN(CC)C(=O)c1ccc2c(=O)n(Cc3cccc(Br)c3)c(=S)[nH]c2c1`?
JMJD2A Tudor inh: -19%; Pin1 inh: 1%; POLH inh: -10%; PI4K2A inh: 1; BAZ2B inh: 9%; HP1b chromo inh: 23%; G9a inh: -3%; GLS inh: -5%

What do the screens show for `O=[N+]([O-])c1ccc(C2NS(=O)(=O)N=C3CCCCCN32)cc1` (stereo not given)?
JMJD2A Tudor inh: 1%; Pin1 inh: -2%; POLH inh: -13%; PI4K2A inh: 1; PGK inhibitor: -3%; BAZ2B inh: 3%; HP1b chromo inh: 57%[activator]; G9a inh: 25µM*; GLS inh: 0%

How did Cc1ccc2nc(SCC(=O)OCc3ccccc3)nc(=O)n2c1 do in these assays?
JMJD2A Tudor inh: -6%; Pin1 inh: 4%; POLH inh: -11%; PI4K2A inh: -4; PGK inhibitor: inactive; BAZ2B inh: -2%; HP1b chromo inh: 2%; G9a inh: -35%; GLS inh: 3%

What do the screens show for `CCOC(=O)CNC(=O)CNC(=O)Cn1ccc2ccccc2c1=O`?
JMJD2A Tudor inh: -5%[57.1 µM]; Pin1 inh: -10%; POLH inh: -9%; PI4K2A inh: -4; PGK inhibitor: 9%; BAZ2B inh: 11%; HP1b chromo inh: 32%; G9a inh: inconclusive; GLS inh: -2%

How did O=C(Cn1nc2c(cc1=O)CCCC2)NCc1ccccc1Cl do in these assays?
JMJD2A Tudor inh: -7%; Pin1 inh: 1%; POLH inh: 19%; PI4K2A inh: 3; PGK inhibitor: -7%; BAZ2B inh: 3%; HP1b chromo inh: 29%[57 µM]; G9a inh: -1%[59 µM]; GLS inh: -3%

Results for CCCCCC(=O)NNC(=S)NC(=O)c1ccc([N+](=O)[O-])cc1 ?
JMJD2A Tudor inh: inconclusive; Pin1 inh: 1%; POLH inh: 3%; PI4K2A inh: 0; PGK inhibitor: -6%; BAZ2B inh: -37%; HP1b chromo inh: inconclusive; G9a inh: 2.5µM*; GLS inh: -2%

Results for COc1ccc(C(=O)Nc2ccccc2C(=O)NC(Cc2ccc(O)cc2)C(=O)NNC(=O)c2ccncc2)cc1 (stereo not given) ?
JMJD2A Tudor inh: -12%; Pin1 inh: 0%; POLH inh: -11%; PI4K2A inh: 1; PGK inhibitor: 2%; BAZ2B inh: inconclusive; HP1b chromo inh: 20%; G9a inh: 1.4µM*; GLS inh: 6%

What do the screens show for `COC(=O)CC(NC(=O)Nc1ccccc1F)c1ccc2c(c1)OCO2` (stereo not given)?
JMJD2A Tudor inh: -10%; Pin1 inh: 0%; POLH inh: -7%; PI4K2A inh: -3; PGK inhibitor: -3%; BAZ2B inh: 3%; HP1b chromo inh: 46%[activator]; G9a inh: -9%; GLS inh: -7%

Assay outcomes from PubChem BioAssay.

These rows are one share of the data; the hit share may differ from the screen's.
